PP5 inh – inhibitors of human protein phosphatase 5 (PP5) | purified PP5c, OMFP substrate fluorescence | AID 1987 | hit rate 0.18% among 320,000 | inhibition, % at 6.7 µM | P53041;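 active = inhibition above the campaign's mean inhibition across all tested compounds plus 3 SD, cut at about 9.5% in these data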;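 also: 0% = DMSO only and 100% = 100 µM cantharidin control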
CTSL1 counter – cathepsin L1 inhibition, PFM18AAP counter-screen; hit rate 0.49% among 300,000; recombinant F. hepatica cathepsin L1, Z-Leu-Arg-MCA fluorescence; inhibition, % at 5.96 µM; AID 1906;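 active = inhibition above the mean of all tested compounds plus 3 SD, set per screening campaign, cut at about 17% in these data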;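 also: 0% = plate median of test compound wells and 100% = 1 µM Z-Phe-Ala-diazomethylketone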
procasp7 counter – activates human procaspase-7, counter-screen for procaspase-3 activators | P55210 | activation, % at 8.5 µM | hit rate 0.093% among 330,000 | recombinant procaspase-7, Ac-DEVD-pNA absorbance 405 nm; D23A/D198A/D206A triple mutant, cannot self-cleave; scale: DMSO 0, 5 µM enzyme 100;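 active = percent activation above the screen-wide mean plus 3 SD, cut at about 25% in these data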
Target sequence (P55210 whole entry D23A/D198A/D206A): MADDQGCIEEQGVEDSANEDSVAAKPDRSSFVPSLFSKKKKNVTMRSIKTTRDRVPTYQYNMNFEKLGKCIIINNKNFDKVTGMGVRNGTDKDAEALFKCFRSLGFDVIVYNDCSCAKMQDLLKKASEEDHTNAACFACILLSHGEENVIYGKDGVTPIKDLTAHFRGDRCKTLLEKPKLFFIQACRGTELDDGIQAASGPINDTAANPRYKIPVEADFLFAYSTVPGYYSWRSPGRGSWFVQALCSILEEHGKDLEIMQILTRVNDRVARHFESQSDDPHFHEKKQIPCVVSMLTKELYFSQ
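Material: Procaspase-7 triple mutant (PC-7 D3A) | Quantity: 2 µM procaspase-7 mutant as dispensed | Reagent: DEVD-pNA substrate | Times: 1 h preincubation, 2 h reaction | Technique: 405 nm absorbance of p-nitroaniline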
TPT1 inhibitor – inhibitors of Candida albicans tRNA 2'-phosphotransferase TPT1 | recombinant caTPT1, FP RNA substrate dephosphorylation | inhibition, % at 5 µM | hit rate 0.81% among 300,000 | AID 1962;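 active = inhibition above the mean of all tested compounds plus 3 SD, set per screening campaign, cut at about 24% in these data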;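 also: plate controls were DMSO alone for no effect and ferristatin control at 100 nM for full effect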
HCV core dimer – blocks dimerization of HCV core protein | TR-FRET GST/Flag-core106 dimerization, 1536-well | inhibition, % at 5 µM | hit rate 0.33% among 300,000;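 active = inhibition above the mean of all tested compounds plus 3 SD, set per screening campaign, cut at about 45% in these data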
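Test system: GST/Flag-tagged HCV core106 proteins; Medium: KF-containing HEPES buffer, pH 7.45, DTT, CHAPS, BSA; Times: compound-protein-antibody incubation 4 h at 22.5 °C; Detection: TR-FRET 671 and 617 nm emission; Benchmarks: wells lacking GST-core106 and wells with excess unlabelled core106.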
PP1 counter – PP1-alpha (human) inhibition in PP5 counter-screen | purified PP1alpha, OMFP fluorescence | inhibition, % at 6.7 µM | hit rate 0.9% among 320,000 | P62136;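 active = inhibition above the mean inhibition of all tested compounds plus 3 SD, computed separately for each screening campaign, cut at about 15% in these data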
Target sequence (P62136 whole entry, looked up): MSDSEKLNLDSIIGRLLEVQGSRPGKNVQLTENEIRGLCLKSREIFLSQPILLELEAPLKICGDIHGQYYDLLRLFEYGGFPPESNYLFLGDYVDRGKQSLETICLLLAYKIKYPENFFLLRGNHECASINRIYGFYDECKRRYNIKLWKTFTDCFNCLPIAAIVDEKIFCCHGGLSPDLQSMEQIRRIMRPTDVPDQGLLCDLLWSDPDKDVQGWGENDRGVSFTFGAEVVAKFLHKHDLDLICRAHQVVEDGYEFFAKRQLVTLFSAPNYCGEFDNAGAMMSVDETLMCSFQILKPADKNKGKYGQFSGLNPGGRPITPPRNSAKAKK
AHR activator – activators of human aryl hydrocarbon receptor. AHR-responsive luciferase reporter cells, luminescence. P35869. activation, % at 5 µM. hit rate 2.5% among 320,000. AID 2796; in the data active = activation above about 47%;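 also: 0% = vehicle wells and 100% = reference agonist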
PAFAH2 FP inh – inhibitors of human PAFAH2; Q99487; hit rate 0.99% among 340,000; recombinant PAFAH2, FP-rhodamine activity probe, fluorescence polarization; inhibition, % at 3.39 µM;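 active = inhibition above the mean over all tested compounds plus 3 SD, cut at about 30% in these data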;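 also: inhibitors block probe labeling of enzyme so polarization drops; 0% = enzyme with DMSO and 100% = wells lacking PAFAH2 protein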
procasp3 activ – procaspase-3 (human) activation | hit rate 0.11% among 330,000 | recombinant procaspase-3 D3A, Ac-DEVD-pNA absorbance 405 nm | AID 463141 | P42574 | activation, % at 8.5 µM;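 active = activation above the mean of all tested compounds plus 3 SD, cut at about 21% in these data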;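 also: 0% = DMSO alone and 100% = DMSO wells spiked with extra 5 µM PC-3 D3A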
Target sequence (P42574 whole entry D9A/D28A/D175A): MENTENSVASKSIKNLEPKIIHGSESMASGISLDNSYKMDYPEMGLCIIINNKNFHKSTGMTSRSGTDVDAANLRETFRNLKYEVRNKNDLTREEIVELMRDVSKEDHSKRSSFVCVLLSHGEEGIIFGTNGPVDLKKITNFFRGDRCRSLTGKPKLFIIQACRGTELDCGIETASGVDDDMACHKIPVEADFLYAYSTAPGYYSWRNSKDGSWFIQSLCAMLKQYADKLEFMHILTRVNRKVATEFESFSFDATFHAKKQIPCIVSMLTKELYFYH
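Test system: Procaspase-3 D3A mutant, all three cleavage aspartates alanine | Dosing: Single dose, 8.5 µM nominal compound, 0.8% DMSO | Schedule: 1 h preincubation, 2 h reaction | Technique: 405 nm absorbance of p-nitroaniline, reads at 0 and 120 min | Repeats: One well per compound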
* hit, by the source's call; . = no result given.

SMILES	PP5 inh	CTSL1 counter	procasp7 counter	TPT1 inhibitor	HCV core dimer	PP1 counter	AHR activator	PAFAH2 FP inh	procasp3 activ
O=C(c1cccc2ccccc12)C1CCCN(C(=O)CCN2CCCO2)C1 (stereo not drawn)	1.4	-2	6	0	1	-2	3	0	-1
CC(C)c1ccc(S(=O)(=O)N2CCN(C(C)C(=O)N3CCCC3)CC2)cc1 (stereo not drawn)	-0.1	.	2	.	.	-6	0	3	5
COC(=O)N/N=C/c1cc(N=Nc2ccccc2Cl)ccc1O	-0.4	5	-4	-1	5	19*	-5	-17	0
CC(=O)c1c(NCCc2ccccc2)nc(=S)n(-c2ccccc2)c1C	-1.1	-1	5	-2	0	-2	2	-2	4
CN(C)CCCn1c(SCC(=O)Nc2nccs2)nnc1-c1ccncc1	-4.1	-7	4	-6	-3	6	3	1	-14
CCCCN1C(=O)c2ccc(C(=O)Nc3cccnc3)cc2C1=O	3.3	2	1	-2	-4	1	5	1	5
CC(NC(=O)c1cccnc1)C(=O)N1CCCCC1 (stereo not drawn)	-0.1	9	7	-2	-5	-2	4	0	-1
COc1ccc(CNC(=O)CSc2nc3nc(C)cc(C)n3n2)cc1	-1.0	-3	13	-2	-3	-5	3	-6	7
C[C@H]1O[C@@H](O[C@H]2CC[C@@]3(C)C(CC[C@]4(C)C3C=C[C@]35OC[C@@]6(CCC(C)(C)C[C@H]63)[C@@H](O)C[C@]54C)[C@]2(C)CO)[C@H](O)[C@@H](O[C@@H]2O[C@H](CO)[C@@H](O)[C@H](O)[C@H]2O)[C@H]1O (stereo partly drawn)	.	.	8	.	.	.	2	-1	3
N#CCC(=N)N1CCN(c2ccccc2)CC1	3.2	0	2	5	3	-2	3	2	0
Cc1cccc(NS(=O)(=O)c2ccc(C(=O)NCC3CCCO3)cc2)c1C (stereo not drawn)	0.4	0	2	-1	5	-2	2	3	5
CC(=O)c1ccccc1NC(=O)COC(=O)/C=C/c1cccs1	-1.4	-1	4	2	2	3	4	53*	-4
O=C(C[n+]1ccc(C(=O)N/N=C/c2ccc(Cl)cc2Cl)cc1)c1ccccc1	4.0	2	-24	3	-2	12	16	-2	-12
COC(=O)COc1ccc(S(=O)(=O)NC2CCCCCC2)cc1	2.0	-2	-3	-1	1	-3	1	8	8
CCn1c(=O)c(CCC(=O)NCCN2CCOCC2)c(C)c2c(C)nn(-c3ccccc3)c21	1.8	-2	1	1	-6	-3	1	5	3
CCCOC(=O)CSc1nnc(-c2cc(OC)c(OC)c(OC)c2)o1	0.2	3	9	0	-1	-2	0	2	-2
COc1ccccc1CC(=O)NCCN1CCCCC1	3.0	-1	-4	0	-5	-1	5	0	-1
COc1ccc(C(=O)c2sc3nc(-c4ccccc4)ccc3c2N)cc1OC	0.1	-1	-19	91*	11	20*	9	8	-24
COC(=O)CSc1nc(-c2ccccc2)c2c(c1C#N)CCCC2	3.2	0	5	3	3	1	-1	-10	5
COc1ccc(OC)c(/C=C/C(=O)N2CCN(S(=O)(=O)c3ccc(C)cc3C)CC2)c1	3.6	.	32*	.	.	1	1	6	9
NC(=O)N/N=C/c1ccccc1OCC(=O)NCc1ccccc1	1.7	-2	-5	-2	-2	5	2	3	1
Cc1ccc(C(=O)NCCCCNC(=O)c2ccc(C)o2)o1	-0.4	-3	0	0	-5	-2	-1	7	7
CCCOc1ccc(C(=O)NNC(=O)CCNC(=O)c2ccccc2Cl)cc1OC	-0.1	-3	3	-3	-10	-2	2	-2	-4
CN1CCN(c2ccc(S(=O)(=O)N3CCCCC3)cc2N)CC1	-1.0	.	-3	.	.	-2	0	3	-3
COc1ccccc1CN(Cc1nc2ccccc2c(=O)[nH]1)S(=O)(=O)c1ccc(C)cc1	4.4	4	-5	-4	4	4	5	3	11
COCCNC(=O)C(=O)NNS(=O)(=O)c1ccc(Cl)cc1	-1.9	1	-9	7	4	-4	-1	4	3
Cc1cc(C)cc(NC(=O)C2CCN(C(=O)[C@@H]3Cc4ccccc4CN3)CC2)c1	1.7	-3	2	2	4	3	6	-4	7
O=C(NCCS(=O)(=O)N1CCN(c2cccc(Cl)c2)CC1)c1ccc2c(c1)OCO2	1.9	0	4	2	-8	-5	0	4	2
O=C(Nc1nnc(-c2ccc(Cl)cc2)o1)c1nc2ccccc2s1	0.7	2	0	-4	4	22*	1	-6	4
OC(CNCCc1ccccc1)COc1ccc(OCC(O)CNCCc2ccccc2)cc1 (stereo not drawn)	-1.0	-1	9	-2	-3	0	-4	-1	-11
CCOC(=O)CSc1nnc(CNC(=O)c2cccs2)n1-c1cccc(C)c1	-0.2	4	-3	1	-1	-4	0	0	2
Cc1nc2sccn2c(=O)c1S(=O)(=O)NCC1CCN(Cc2ccccc2Cl)CC1	-0.3	1	6	4	7	-1	0	-4	2
Cc1ccc(NC(=O)Nc2ccc3c(c2)N(C)C(=O)CS3)nc1	2.0	-2	-7	2	25	5	-2	0	8
Cn1c(C=O)c(-c2ccc3c(c2)OCCO3)c2ccccc21	2.7	.	16	.	.	-3	20	3	7
CCCCC(=O)OCc1c(-c2ccccc2)ncc2ccccc12	1.6	.	0	.	.	1	7	3	0
O=C(CN(Cc1ccc(F)cc1)C(=O)CCC(=O)Nc1nccs1)NCc1ccc(F)cc1	-0.9	1	6	0	0	-3	1	3	7
CC(C)c1nc2cc(C(=O)N(C)Cc3ccc(F)cc3)ccc2o1	0.8	-1	1	1	-2	0	0	1	0
CCCS(=O)(=O)N1CCc2ccc(NC(=O)c3ccccc3Cl)cc2C1	1.9	-1	7	0	11	-1	3	1	10
Cc1cccc(NC(=O)CSc2c3c(nc4ccccc24)CCC3)n1	0.5	-4	3	-4	-4	0	32	-5	4
NC(=O)c1ccsc1NC(=O)COC(=O)Cc1ccsc1	3.7	-9	10	-3	12	-4	-3	-9	-6
CCN1C(=O)c2ccccc2S(=O)(=O)c2ccc(C(=O)NCCOC)cc21	1.3	2	6	4	-9	-1	2	-7	6
Cc1ccc(SCC(=O)NCc2ccncc2)cc1	-2.0	3	11	3	-4	-2	2	-3	11
CSCCC(NC(=O)c1cc([N+](=O)[O-])cc([N+](=O)[O-])c1)c1nc2ccccc2[nH]1 (stereo not drawn)	4.0	0	0	0	9	3	13	-7	8
CC(NC(=O)c1ccco1)C(=O)Nc1nc(-c2ccccn2)cs1 (stereo not drawn)	1.0	-1	-2	2	-6	0	6	3	-11
COCCNC(=O)C(c1ccc(F)cc1)N(C(=O)CCC(=O)Nc1nccs1)c1ccc(C)cc1 (stereo not drawn)	-2.7	3	-9	-1	3	-2	-2	1	6

2 consecutive entries from above, quoted:
SMILES	PP5 inh	CTSL1 counter	procasp7 counter	TPT1 inhibitor	HCV core dimer	PP1 counter	AHR activator	PAFAH2 FP inh	procasp3 activ
CCCS(=O)(=O)N1CCc2ccc(NC(=O)c3ccccc3Cl)cc2C1	1.9	-1	7	0	11	-1	3	1	10
Cc1cccc(NC(=O)CSc2c3c(nc4ccccc24)CCC3)n1	0.5	-4	3	-4	-4	0	32	-5	4

Gathered by group, the entries above with fluorine (three)
SMILES	PP5 inh	CTSL1 counter	procasp7 counter	TPT1 inhibitor	HCV core dimer	PP1 counter	AHR activator	PAFAH2 FP inh	procasp3 activ
O=C(CN(Cc1ccc(F)cc1)C(=O)CCC(=O)Nc1nccs1)NCc1ccc(F)cc1	-0.9	1	6	0	0	-3	1	3	7
CC(C)c1nc2cc(C(=O)N(C)Cc3ccc(F)cc3)ccc2o1	0.8	-1	1	1	-2	0	0	1	0
COCCNC(=O)C(c1ccc(F)cc1)N(C(=O)CCC(=O)Nc1nccs1)c1ccc(C)cc1 (stereo not drawn)	-2.7	3	-9	-1	3	-2	-2	1	6

Further results follow.
SMILES	PP5 inh	CTSL1 counter	procasp7 counter	TPT1 inhibitor	HCV core dimer	PP1 counter	AHR activator	PAFAH2 FP inh	procasp3 activ
CCOc1cc(CNC2CCCC2)c(Cl)cc1OCC(=O)Nc1ccccc1	-0.1	5	4	-4	-8	10	23	1	2
C=CCc1ccc(OCCCOc2ccc(C)c(C)c2)c(OC)c1	-0.9	1	-5	-7	-3	-1	2	-4	5
Cc1ccc(-c2ccc(SCC(=O)NC3CCCCC3)nn2)cc1	3.6	1	-5	0	4	-2	2	2	-5
N#Cc1c(-n2cccc2/C=N/O)sc2c1CCCC2	-2.8	-5	-4	4	3	-7	-2	0	2
CCN(CC)C(=O)c1sc2nc(-c3ccc(OC)cc3)cn2c1C	-1.1	3	13	-5	6	-2	1	2	-6
O=C(c1cc(-c2ccccn2)nc2c(Cl)cccc12)N1CCN(C(=O)C2CCCO2)CC1 (stereo not drawn)	1.8	-6	-1	-8	11	-1	15	5	0
CCOc1ccccc1C(=O)N1CCC(n2nnc3cc(C)ccc32)CC1	0.9	0	-2	1	-3	-1	4	-3	4
Cc1ccc(NC(=O)c2ccc(=O)[nH]c2)cc1S(=O)(=O)N1CCCCC1	1.2	-12	11	-3	-1	0	1	6	1
NC(=O)[C@@H]1CCNc2c(I)cc([N+](=O)[O-])cc2C(=O)N[C@@H](CCC(=O)O)C(=O)N[C@@H](CO)C(=O)N1	1.2	1	-5	-2	-2	-1	-2	11	1
Cc1cc(OCc2cc(C(=O)N3CCCCCC3)no2)cc(C)c1Cl	2.6	5	4	1	-10	4	7	1	1
COc1ccc(/C(N)=N/OC(=O)c2ccc3c(c2)OCO3)cc1OC	2.7	1	7	1	-4	4	1	7	2
COc1ccc(C(=O)CSc2cc(C)nc3nc(C)nn23)cc1OC	0.2	5	-16	-2	0	-1	0	3	2
COc1ccc(-c2nnc3ccc(SCC(=O)NCc4ccco4)nn23)cc1	-1.1	-1	8	0	2	3	9	-2	-1
O=c1[nH]c2ccc(N/C(=N/S(=O)(=O)c3ccccc3)c3ccccc3)cc2[nH]1	0.5	-3	12	-2	-8	-1	2	7	-9
O=C1CN(C(=O)c2ccc(F)c(S(=O)(=O)N3CCOCC3)c2)c2ccccc2N1	-1.2	0	6	4	-4	-2	2	0	5
CCCc1cc(=O)n2c(nc3ccccc32)[nH]1	1.6	0	16	-5	-9	-2	11	2	-5
COc1ccc(CCNC(=O)CSCc2ccc(Cl)cc2)cc1OC	2.4	-1	0	0	0	-2	-2	5	0
Cc1ccc(S(=O)(=O)N2CCN(C(=O)CSc3n[nH]c(N)n3)CC2)c(C)c1	0.7	.	10	.	.	-3	0	2	10
COc1cc(NC(=O)c2cc3ccccc3cc2O)c(OC)cc1Cl	5.2	4	-5	-5	-7	-2	52*	6	-40
CN(C(=O)CN(C)S(=O)(=O)c1ccc(F)cc1)c1c(N)n(Cc2ccccc2)c(=O)[nH]c1=O	-0.8	-4	-3	1	-3	-6	0	-2	-19
COc1ccc(NC(=O)CSc2ccc(F)cc2)cc1S(=O)(=O)N1CCCCC1	4.3	-2	1	3	5	3	-5	-2	6
Cc1[nH]ccc(=O)c1OC1OC(CO)C(O)C(O)C1O (stereo not drawn)	1.6	1	11	7	-9	-5	1	3	7
CC1(C)CC2CC(C)(CN2C(=O)C23CCC(C)(C(=O)C2)C3(C)C)C1 (stereo not drawn)	3.4	-4	-5	5	-9	-3	0	1	1
CC(C)CCNc1nc(N)c([N+](=O)[O-])c(NCCO)n1	0.6	7	4	3	1	-3	6	-6	0

Screening data (PubChem BioAssay)
